LEDGF integ inh – blockers of LEDGF/p75-dependent integrase strand transfer – biochemical, TR-FRET, high throughput, primary screen. inhibition, % at 3.7 µM. actives 0.64% (n = 370,000). TR-FRET IN-LEDGF/p75 DNA integration, Eu/Cy5. HIV-1 integrase (with human LEDGF/p75);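 active means inhibition above the screen-wide mean plus 3 SD, cut at about 13% in these data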;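 further: signal is the Cy5 over europium emission ratio at 671 and 618 nm; 0% = plate median of compound wells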
TDP2 absorb – human TDP2 enzyme inhibitors, primary screen, biochemical, epi absorbance, recombinant enzyme | Tyrosyl-DNA phosphodiesterase 2 (Homo sapiens), O95551 | actives 0.34% (n = 370,000) | T5PNP hydrolysis, p-nitrophenol absorbance 415 nm | inhibition, % at 12.8 µM | AID 720702, 2013;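 active means inhibition above the mean of all tested compounds plus 3 SD, set per campaign, cut at about 25% in these data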;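 further: 0% = DMSO with enzyme and 100% = buffer with substrate but no TDP2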
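Material: recombinant human TDP2; quantity: TDP2 enzyme at 120 nM final; medium: Tris-HCl pH 7.5 with MgCl2; compound: single concentration, 12.8 µM nominal, with 1% DMSO; incubation: 2 h enzyme incubation at 37 °C; signal: epi absorbance; measure: percent inhibition; benchmarks: high control without enzyme, low control DMSO plus TDP2; repeats: singlicate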
mABHD4 FP – ABHD4 inhibitors, primary screen, biochemical, fluorescence polarization, mouse | (Lyso)-N-acylphosphatidylethanolamine lipase (Mus musculus), Q8VD66 | purified mABHD4, FP-Rh probe fluorescence polarization | inhibition, % at 8.92 µM | actives 0.54% (n = 370,000) | AID 720543, 2013;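 active means inhibition exceeding the mean over every tested compound plus 3 SD, cut at about 30% in these data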;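 further: 0% = plate median of compound wells and 100% = S159A mutant with DMSO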
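Test system: mABHD4 protein; Read-out basis: % inhibition; Incubation: 45 min + 60 min at 25 °C; Repeats: single replicate; Technique: fluorescence polarization with parallel and perpendicular emission, 525/598 nm; Compound: 8.92 µM, single dose; Benchmarks: full inhibition S159A mutant plus DMSO, zero as sample-well median.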
SIAE primary – human SIAE inhibitors, primary screen, biochemical, fluorescence polarization, FP-Rh probe, 1536-well HTS. SIAE FP-Rh probe binding. AID 1053197, 2014. inhibition, % at 9.66 µM. actives 0.69% (n = 370,000);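 active means inhibition above a cutoff: mean of compounds within the control limits plus 3 SD of those, cut at about 17% in these data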;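 further: 0% = plate median of compound wells and 100% = probe without SIAE protein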
TCR CD3 inh – inhibitors of human TCR-CD3 interaction, primary screen, biochemical, fluorescence, TAMRA-labeled TCR probe; inhibition, % at 9.4 µM; actives 0.37% (n = 360,000); AID 651800, 2012; in the data active means inhibition above about 19%;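 further: recombinant mutant TCR 2C K166C tagged with TAMRA read by polarization; 0% = receptor in buffer alone and 100% = receptor with positive control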
HTRA1 inhibitor – HTRA1 serine protease inhibitors, primary screen, biochemical, fluorescence polarization, HTS. recombinant HTRA1, FP-rhodamine activity-based probe. inhibition, % at 5.96 µM. actives 0.5% (n = 340,000). AID 504803, 2011; in the data active means inhibition above about 36%;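 further: 0% = enzyme with DMSO and 100% = wells lacking enzyme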
PRMT1 FP inh – PRMT1 methyltransferase inhibitors, primary screen, biochemical, fluorescence polarization. Protein arginine N-methyltransferase 1 (Homo sapiens), Q99873. recombinant PRMT1, activity-based probe fluorescence polarization. inhibition, % at 2.79 µM. actives 1.3% (n = 370,000). AID 652257, 2013;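 active means inhibition above about 21% made by adding two undisclosed values, limit read from the data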
rCAG RNA binder – binders of r(CAG) RNA repeats, primary screen, biochemical, fluorescence; AID 651821, 2012; r(CAG) RNA repeat, TO-PRO-1 dye displacement fluorescence; inhibition, % at 3 µM; actives 1.3% (n = 370,000);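 active means inhibition above the plate cutoff, the mean of all test compounds on that plate plus 3 SD, cut at about 35% in these data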;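 further: 0% = DMSO alone and 100% = 100 µM mitoxantrone as full dye displacement; higher means more dye released from RNA so lower well fluorescence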
NPR2 activator – human GC-B receptor activators, primary screen, HEK293 GC-B cells, cGMP TR-FRET, EC30 CNP; Atrial natriuretic peptide receptor 2 (Homo sapiens), P20594; 0% at EC30 CNP, 100% saturating CNP; activation, % at 10 µM; actives 0.11% (n = 370,000);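 active means activation at 10 µM reaching about 35% in either raw or pattern-adjusted values, limit read from the data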
Target sequence (P20594 whole entry, looked up): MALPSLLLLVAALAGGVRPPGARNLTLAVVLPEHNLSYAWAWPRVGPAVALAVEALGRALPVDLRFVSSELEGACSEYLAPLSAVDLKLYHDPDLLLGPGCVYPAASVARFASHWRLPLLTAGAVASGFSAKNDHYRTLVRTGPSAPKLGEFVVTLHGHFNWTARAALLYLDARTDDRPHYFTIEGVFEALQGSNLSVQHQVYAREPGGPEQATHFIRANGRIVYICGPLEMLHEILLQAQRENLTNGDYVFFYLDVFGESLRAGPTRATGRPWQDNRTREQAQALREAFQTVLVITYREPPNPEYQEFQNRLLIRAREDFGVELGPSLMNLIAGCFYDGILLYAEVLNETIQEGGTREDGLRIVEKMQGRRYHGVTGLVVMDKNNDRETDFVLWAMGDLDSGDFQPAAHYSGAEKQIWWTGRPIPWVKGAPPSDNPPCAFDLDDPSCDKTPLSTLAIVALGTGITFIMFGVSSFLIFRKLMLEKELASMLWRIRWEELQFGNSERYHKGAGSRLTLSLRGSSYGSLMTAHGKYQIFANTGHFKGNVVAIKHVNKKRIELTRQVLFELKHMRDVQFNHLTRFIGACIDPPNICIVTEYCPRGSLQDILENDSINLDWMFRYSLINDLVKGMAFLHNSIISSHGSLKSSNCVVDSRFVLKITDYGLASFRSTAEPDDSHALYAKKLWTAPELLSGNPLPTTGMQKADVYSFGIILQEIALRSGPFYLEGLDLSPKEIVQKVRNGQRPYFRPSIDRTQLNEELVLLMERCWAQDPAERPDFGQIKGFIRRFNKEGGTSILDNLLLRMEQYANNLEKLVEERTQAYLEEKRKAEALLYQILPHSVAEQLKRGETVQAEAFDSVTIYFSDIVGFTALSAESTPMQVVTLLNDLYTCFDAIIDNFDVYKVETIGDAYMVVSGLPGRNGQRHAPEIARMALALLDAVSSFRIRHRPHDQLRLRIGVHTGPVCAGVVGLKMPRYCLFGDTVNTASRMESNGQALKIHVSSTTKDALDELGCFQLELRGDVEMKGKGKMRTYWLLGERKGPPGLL
MBD2 inh – inhibitors of MBD2 binding to methylated DNA, primary screen, biochemical, TR-FRET, DNA-binding domain, human; actives 0.31% (n = 370,000); inhibition, % at 4.4 µM; MBD2 binding to methylated oligonucleotide; AID 686964, 2013; in the data active means inhibition above about 13%
Starred values were filed as active, the others as inactive; / = not tested or not shown. A portion of the library; rates above refer to the full screens.

No. | smiles | LEDGF integ inh | TDP2 absorb | mABHD4 FP | SIAE primary | TCR CD3 inh | HTRA1 inhibitor | PRMT1 FP inh | rCAG RNA binder | NPR2 activator | MBD2 inh
1 | O=C(Cc1n[nH]c(=O)[nH]c1=O)N/N=C/c1cccc(O)c1 | 2 | -11 | 1 | 0 | 2 | -1 | -1 | 0 | 2 | 0
2 | O=C1CC2(CCCC2)CC(=O)N1c1ccccc1 | -6 | 12 | 1 | -5 | -15 | 0 | -1 | 0 | 0 | 0
3 | Cc1cccc(NC(=O)CSc2ccc(C(N)=O)cc2[N+](=O)[O-])c1C | -4 | -3 | 2 | -4 | 10 | 0 | -1 | 4 | -2 | 0
4 | Cc1ccc(/C=N/NC(=O)c2nnn(-c3nonc3N)c2CSc2ccc(Cl)cc2)cc1 | 4 | -1 | -1 | 2 | 9 | 0 | 2 | 2 | 0 | -6
5 | CN1CCN(c2ccc(S(=O)(=O)N3CCCCC3)cc2NC(=O)/C=C/c2ccc(Cl)c([N+](=O)[O-])c2)CC1 | 2 | 6 | 3 | 4 | 0 | -24 | -3 | 7 | -6 | -2
6 | COc1cc(/C=N\NC(=O)OC(C)(C)C)ccc1OC(=O)c1ccco1 | 3 | 6 | -3 | 7 | -3 | / | 2 | -6 | -5 | -4
7 | C=CCn1c(O)c(N=NC(=S)Nc2ccccc2F)c2cc(S(=O)(=O)N3CCOCC3)ccc21 | -2 | -5 | 12 | 4 | -3 | 3 | -3 | 27 | -7 | 0
8 | Cc1ccc(S(=O)(=O)N(C)C)cc1NC(=O)COC(=O)CNC(=O)C12CC3CC(CC(C3)C1)C2 | 1 | 1 | -8 | 0 | -8 | -4 | 3 | -6 | -2 | 9

The final 2 compounds of the section before lead into the next:
No. | smiles | LEDGF integ inh | TDP2 absorb | mABHD4 FP | SIAE primary | TCR CD3 inh | HTRA1 inhibitor | PRMT1 FP inh | rCAG RNA binder | NPR2 activator | MBD2 inh
7 | C=CCn1c(O)c(N=NC(=S)Nc2ccccc2F)c2cc(S(=O)(=O)N3CCOCC3)ccc21 | -2 | -5 | 12 | 4 | -3 | 3 | -3 | 27 | -7 | 0
8 | Cc1ccc(S(=O)(=O)N(C)C)cc1NC(=O)COC(=O)CNC(=O)C12CC3CC(CC(C3)C1)C2 | 1 | 1 | -8 | 0 | -8 | -4 | 3 | -6 | -2 | 9
9 | O=C(N/N=C/c1cccc2ccccc12)c1ccc(CN2CCOCC2)cc1 | -2 | -16 | 2 | -5 | 4 | 0 | -3 | -3 | -2 | 4
10 | CCOc1ccc(-c2nnc(SCC(=O)N3CCCC3)o2)cc1 | 3 | 22 | 3 | 0 | 3 | 1 | 0 | 1 | -4 | -5
11 | NNC(=S)NCc1cccnc1 | -2 | 5 | 0 | 6 | 1 | -10 | 0 | 0 | 2 | 3
12 | Cc1cc(NC(=O)c2c(-c3c(Cl)cccc3Cl)noc2C)n(C)n1 | -2 | 8 | -3 | -1 | 4 | 1 | -1 | 29 | 0 | -1
13 | CCOc1ccc(NC(=O)CCSc2ccc3ccccc3n2)cc1 | 0 | -18 | -11 | -4 | -8 | -9 | -4 | 3 | 1 | -4
14 | Cc1ccc(N(C(C)C(=O)O)S(=O)(=O)c2c(C)[nH]c(=O)[nH]c2=O)cc1 (centres undefined) | -2 | -9 | -3 | 0 | -2 | 5 | 3 | 0 | -5 | -1
15 | CC(=O)Nc1ccc(S(=O)(=O)N2CCC(C(=O)Nc3nccs3)CC2)cc1 | 1 | -1 | -2 | 4 | 6 | -9 | -3 | 3 | 6 | 2
16 | Cc1cccc(OCC(=O)Nc2ccc(S(=O)(=O)Nc3ccccn3)cc2)c1 | -4 | -6 | -9 | -9 | 3 | 0 | 7 | 0 | -3 | 6
17 | COc1ccc(NC(=O)C2(C)Cc3c(-c4ccc5c(c4)OCO5)ccnc3O2)cc1OC (centres undefined) | 2 | -5 | -4 | 4 | -8 | / | -1 | 5 | 9 | -1
18 | CCOc1nc(NC(=O)NS(=O)(=O)Oc2ccccc2Cl)nc(-c2ccccc2)n1 | 5 | 3 | -7 | -4 | 4 | -1 | -1 | 1 | 4 | 8
19 | O=C1CN(C(=O)CSc2nnc(C3CC3)n2-c2ccccc2)c2ccccc2N1 | 0 | 4 | 1 | -1 | -7 | -2 | -1 | -3 | 5 | 3
20 | Cc1ccc(C(=O)CSc2nnc(-c3ccccc3N)n2C)cc1C | 1 | -8 | 5 | 0 | -2 | 1 | 1 | 3 | -10 | 3
21 | O=C(OCc1ccccn1)c1ccc(COc2ccc3ccccc3c2)o1 | -5 | 10 | -21 | 0 | 4 | -43 | 0 | -1 | 7 | -2
22 | O=C(/C=C/c1ccc(S(=O)(=O)N2CCOCC2)cc1)N1CCCCC1 | -2 | -6 | 3 | 1 | 4 | -2 | 0 | -4 | 3 | -3
23 | O=C(CCC(=O)N1CCCCCC1)Nc1ccc([N+](=O)[O-])cc1 | -3 | 2 | 0 | -7 | 5 | 3 | 4 | -4 | 8 | 3
24 | COCc1cc(CN2CCCC(C(=O)Nc3ccc(-c4ccco4)cc3)C2)ccc1OC (centres undefined) | 3 | -7 | -3 | -7 | 8 | -20 | 6 | 18 | 4 | -7
25 | Cc1oc2c(c1C(=O)Nc1cccc3ccccc13)CCCC2 | -1 | 2 | -11 | 2 | -3 | -21 | -3 | 0 | 9 | -2
26 | CC(C)NC(=O)c1c(O)c2cccc3c2n(c1=O)CCC3 | 1 | 4 | 3 | -2 | -1 | -1 | 3 | -2 | -8 | 1
27 | O=C(Nc1ccc(Cl)cc1)N1CCC(c2ccccc2)C1 (centres undefined) | 2 | -16 | -21 | -5 | -11 | -3 | -3 | -1 | 4 | 0
28 | CC1CCCCN1C(=O)c1ccc(OC2CCN(S(=O)(=O)N(C)C)CC2)cc1 (centres undefined) | 4 | -14 | -4 | 1 | 1 | -7 | -7 | -10 | 6 | -4
29 | O=C(Nc1ccc(-n2cnnn2)cc1)C1CCCN1C(=O)NC1CCCCC1 (centres undefined) | -1 | -3 | 6 | -4 | -3 | 6 | 4 | -2 | 2 | 0
30 | CCOc1cc(/C=C/C(=O)Nc2ccc(C(=O)NCCN(CC)CC)cc2)ccc1OCC(C)C | -3 | -4 | -32 | -30 | 8 | -32 | -3 | -2 | -7 | -1
31 | CC(=O)c1cccc(NC(=O)C23CC4CC(C2)CC(n2cncn2)(C4)C3)c1 | -2 | -2 | -1 | 12 | 4 | -5 | 1 | -3 | 4 | 2
32 | CS(=O)(=O)N1CCCC(C(=O)Nc2ccc(F)cc2)C1 (centres undefined) | 7 | -4 | -2 | 0 | -2 | 3 | 1 | 0 | 0 | 1
33 | CN(C)c1ncc(S(=O)(=O)c2ccccc2)c(=O)[nH]1 | -2 | 3 | 0 | 1 | -6 | 5 | -2 | 1 | 2 | -5
34 | CN1CCN(C(=O)c2ccc(-c3ccc(F)c(F)c3)c3ccoc23)CC1 | 3 | 8 | -1 | -3 | 0 | / | -3 | 1 | 5 | -2
35 | COc1ccc(C(=O)CC(=O)C(=O)Nc2cc(OC)c(OC)c(OC)c2)cc1 | -2 | -5 | 9 | -3 | -2 | -2 | 0 | 9 | -3 | 1
36 | COCC(C)n1c(SCc2nc(N)nc(Nc3ccccc3C)n2)nc2ccccc2c1=O (centres undefined) | 0 | 8 | -3 | -1 | 6 | -7 | -2 | -4 | -12 | -3
37 | COC(=O)c1ccc(N2CCN(c3ccccc3)CC2)c(N)c1 | 0 | 18 | 3 | -4 | 6 | -1 | -1 | -1 | 1 | -5
38 | COCCCNc1ncnc2nc[nH]c12 | -2 | 0 | -4 | 1 | 2 | 0 | -7 | 0 | 1 | -3
39 | Cc1ccc(CNc2cnccn2)s1 | -3 | 0 | 1 | -1 | 0 | 7 | 1 | -1 | 6 | 6
40 | O=C1NC[C@@H](CCCCN2CCN(CCC3CCCCC3)C(=O)C2=O)N(CC2CCCCC2)C1=O | 4 | -9 | 0 | 4 | -1 | / | 0 | -2 | -2 | -8
41 | O=C(CSc1nnc(-c2ccc(Cl)cc2)n1-c1ccccc1)NN=Cc1c[nH]c2ccccc12 | 3 | -16 | -6 | 11 | / | / | -7 | 13 | -6 | 2
42 | Cc1cc(C)c(-n2c(O)c(C=NCCN3CCOCC3)c(=O)[nH]c2=O)c(C)c1 | -2 | -11 | 0 | 8 | 4 | -4 | 1 | 1 | -2 | 0
43 | Cc1nc(CNS(=O)(=O)c2ccc(Br)cc2)cs1 | 0 | 1 | -3 | 3 | 5 | 1 | 0 | -2 | 0 | 2
44 | C[C@H](CO)N1C[C@H](C)[C@H](CN(C)S(=O)(=O)c2ccc(F)cc2)OCc2cnnn2CCCC1=O | 0 | -1 | -5 | 2 | -1 | 6 | -1 | 1 | 4 | -4
45 | CSc1ccc(CN(C)C(=O)CCNS(=O)(=O)c2ccc(C)c(C)c2)cc1 | 3 | -6 | -2 | -4 | 4 | -7 | -3 | -7 | -1 | 1
46 | O=C(O)CC(NC(=O)C12CC3CC(CC(C3)C1)C2)c1ccc2c(c1)OCO2 (centres undefined) | 2 | -10 | 12 | -6 | 10 | -4 | -1 | -1 | -2 | -2
47 | COc1cccc(CN2CCN(C(=O)[C@H]3O[C@@H](n4cnc5c(N)ncnc54)[C@H](O)[C@@H]3O)CC2=O)c1 | 1 | 0 | 3 | 16 | -4 | / | 0 | 0 | 0 | -3
48 | CS(=O)(=O)N1CCc2cc(-c3csc(NC(=O)Cc4ccccc4)n3)ccc21 | 3 | -14 | -14 | -7 | 9 | -26 | 2 | 10 | 7 | -1
49 | Cc1cc(Cl)c(S(=O)(=O)NCC2CCCO2)cc1OCC(N)=O (centres undefined) | -3 | -12 | 2 | -7 | 10 | 3 | 0 | 0 | 1 | 3
50 | O=C(NCCc1ccncc1)Nc1cccc(Cl)c1 | -3 | 3 | -3 | -3 | 4 | 5 | -1 | 0 | 4 | -1
51 | COc1ccccc1N1CCN(CC(=O)Nc2ccc(-n3cnnn3)cc2)CC1 | 5 | -2 | 1 | -1 | 4 | 5 | -2 | -6 | -5 | 2
52 | CCOCCCNC(=O)C1CCN(S(=O)(=O)N(CC(C)C)CC(C)C)CC1 | -1 | -6 | -2 | 2 | 10 | 5 | 0 | -10 | 7 | 5
53 | CCOc1cc(-c2nccc3cc(OC)c(OC)cc23)cc(OCC)c1OCC | -2 | -16 | -2 | -7 | -5 | -6 | 6 | 2 | 10 | 6
54 | Cc1cccc(N2C(=O)CN=C2Nc2nc(C)cc(C)n2)c1 | 3 | 0 | -3 | -13 | 3 | 0 | -3 | -2 | -11 | 3
